Screening data from PubChem BioAssay.
MCF10A rereplic: DNA re-replication induction in MCF 10a cells; MCF 10A DNA re-replication, Hoechst nuclear intensity, 48 h; Potency, µM (series often up to 46.1 µM), inactives show at the top dose activity, positive = re-replication, actives largely listed as activators; 350,000 tested, 2.9% active; further: potency means the concentration at half of the fitted maximal effect; % of control where 0% means no effect; nearly all actives have a fitted effect of over 50% in size
HT1080NT lethal: kills 2HG-producing HT-1080-NT fibrosarcoma cells; HT-1080-NT fibrosarcoma viability, CellTiter-Glo ATP luminescence, 48 h; Potency, µM (doses to about 46.1 µM), for inactives: at the top dose activity, negative = less viability, usual class: cytotoxic; 360,000 tested, 1.6% active; AID 686970;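 further: NT is the 2HG producing partner of a matched IDH1 knockdown line; potency means the concentration at half of the fitted maximal effect; 0% = DMSO-treated cells and -100% = media-only wells without cells; nearly all actives have a fitted effect of over 55% in size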
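Viability of the 2HG-overproducing fibrosarcoma line after 48 hours of compound exposure at 37 degrees C was determined by luminescence with CellTiter-Glo, and concentration-effect curves were then fitted and categorized.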
SW480 rerep: inducers of DNA re-replication in SW480 colon cancer cells | 340,000 tested, 1.8% active | SW480 DNA re-replication, Hoechst DNA content imaging, 48 h | Potency, µM (titrated, usually from 46.1 µM), for the others: top-dose re-replication activation, actives largely listed as activators | AID 624297; further: potency means the concentration at half of the fitted maximal effect; % of control where 0% means no effect; nearly all actives have a fitted effect of over 55% in size
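Quantitative HTS format with DMSO vehicle controls; 48 hr drug incubation at 37 C, then 40 min Hoechst staining and scanning imager measurement at 405 nm excitation.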
KB-3-1 tox: KB-3-1 parental cell cytotoxicity. KB-3-1 viability, CellTiter-Glo ATP luminescence, 72 h. Potency, µM (doses to about 46.1 µM), inactives show at the highest dose activity change, negative = cytotoxic, usual class: cytotoxic. 400,000 tested, 1.4% active; further: potency means the concentration at half of the fitted maximal effect; on the % scale 0 is the no-effect control and ±100 the full control effect; nearly all actives have a fitted effect of over 60% in size
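Viability of parental KB-3-1 cells, measured by CellTiter-Glo luminescence, followed a 72 h incubation at 37 °C with pinned compounds in phenol-red-free DMEM containing 10% FBS.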
HT1080 IDH1KD tx: HT-1080 IDH1 knockdown cell toxicity (counter line). HT-1080 IDH1 knockdown viability, ATP luminescence, 48 h. Potency, µM (highest dose often 46.1 µM), for inactives: at the highest dose activity, negative = toxicity, actives largely listed as cytotoxic. 360,000 tested, 2% active. AID 686971;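 further: potency means the concentration at half of the fitted maximal effect; 0% = DMSO wells and -100% = cell-free medium wells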
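Viability of IDH1-knockdown HT-1080 fibrosarcoma cells was assessed by CellTiter-Glo after 48 h at 37 °C with titrated compound; concentration-effect curves were classified by fit quality and response size.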
IL1B secr inh: inflammasome signaling inhibition, IL-1 beta readout | AID 743279 | THP-1 LPS/ATP IL-1B secretion, AlphaLISA, 16 h; stronger effect = lower value | 360,000 tested, 4.7% active | activity change, % at 57.5 µM; in the data active means activity change below about -50%; inconclusive means mostly about -30% to -49%; further: on the % scale 0 is the no-effect control and ±100 the full control effect
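THP-1 cells pretreated 1 hr with compounds (up to 57.5 uM final), then stimulated with LPS (250 ng/mL final) plus ATP (1.25 mM final); secreted IL-1B measured by AlphaLISA after 16 hr, decreased signal indicating inhibition.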
ATXN2 expr inh: inhibitors of ATXN2 expression | HEK-293 ATXN2-luciferase reporter, luminescence, 24 h | Potency, µM (series often up to 57 µM), inactives show at the highest dose activity change, negative = inhibition, most hits filed as inhibitors | 360,000 tested, 0.72% active | AID 1745845; further: potency means the concentration at half of the fitted maximal effect; on the % scale 0 is the no-effect control and ±100 the full control effect; nearly all actives have a fitted effect of over 55% in size
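ATXN2-luciferase reporter cells (luciferase flanked by upstream and downstream ATXN2 gene portions) were treated 24 h at 37 °C with compounds at up to 57 uM. SteadyGlo luminescence gave expression; GF-AFC fluorescence gave viability.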
HepG2 tox: kills HepG2 cells in TGF-b inhibitor counter-screen; HepG2 CAGA-GFP viability, ATP luminescence, 18 h; Potency, µM (doses to about 46.1 µM), for the others: at the highest dose activity change, negative = cytotoxicity, hits mostly cytotoxic; 410,000 tested, 0.76% active; further: potency means the concentration at half of the fitted maximal effect; some results filed as inactive show a strong effect at the top dose
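HepG2 CAGA-GFP cells (1000/well, DMEM with 1% FBS) received compound, then TGF-beta at 500 pg/mL final, and were incubated 18 hours at 37 degrees C. Viability was read by CellTiter-Glo luminescence. Media-only wells were set as complete cell-killing and DMSO as no toxicity.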
ATXN viability: reduces viability in counter-screen for ATXN expression inhibitors; Potency, µM (titrated, usually from 56.7 µM), usual class: cytotoxic; 400,000 tested, 0.49% active; AID 651635; S2 cells (HEK-293 line with an ATXN2-luciferase reporter) viability, CellTiter-Fluor protease fluorescence, 24 h; further: potency means the concentration at half of the fitted maximal effect; nearly all actives have a fitted effect of over 40% in size
An asterisk follows results filed as active; i = inactive; ? = inconclusive; / = no result given; [ ] = remark or other dose. Unless noted, the call rests on the fitted dose curve; in most records, active means well fitted curve in the direction sought with a large enough effect; inconclusive means small, poorly fitted or top-dose-only effect, or another doubt; inactive means no such curve, though single readings can be large; an effect the other way counts as inactive or inconclusive.

SMILES	MCF10A rereplic	HT1080NT lethal	SW480 rerep	KB-3-1 tox	HT1080 IDH1KD tx	IL1B secr inh	ATXN2 expr inh	HepG2 tox	ATXN viability
O=S1(=O)CC(N2CC=CC2)CN1Cc1cn(Cc2ccc(Cl)cc2)nn1 (stereo unspecified)	/	4%	/	-7%	5%	-17	15%	/	i
Cc1cc(C)n(-c2ccc(C(=O)OCC(=O)Nc3ccc([N+](=O)[O-])cc3)cc2)n1	-5%	14%	38%	5%	4%	1	3%	-2%	i
CCOC(=O)c1c(NC(=O)c2ccno2)c2cc([N+](=O)[O-])ccc2n1C	?	6%	2%[9.22 µM]	20%	9%	15	12%	1%	/
CC(OC(=O)CN1C(=O)C2C3C=CC(C4CC34)C2C1=O)C(=O)c1ccccc1 (stereo unspecified)	14%	18%	-2%	-18%	13%	12	4%	-19%	i
COc1ccc(NC(=O)c2oc3ccc(S(=O)(=O)N4CCCCC4)cc3c2C)cc1Cl	/	/	/	2%	/	/	?	-9%	i
Cc1cc(C(=O)Nc2c(C)nn(Cc3ccc(Cl)cc3)c2C)no1	0%	-9%	-23%	2%	10%	25	/	-2%	i
CCn1c(=O)c([N+](=O)[O-])c(NCC2CCCO2)c2ccccc21 (stereo unspecified)	-1%	24%	-10%	16%	7%	10	-2%	-5%	i
O=C(NCc1ccccc1Cl)c1ccc2nc([C@@H]3O[C@H](CO)[C@H](O)[C@H](O)[C@H]3O)[nH]c2c1	/	14%	/	0%	18%	-17	10%	-1%	i
COC(=O)C1=C(N)OC2=C(C(=O)CC(C)(C)C2)C1c1ccccc1OC (stereo unspecified)	9%	13%	-13%	0%	3%	-4	6%	-16%	i
Cc1ccc(NC(=O)c2nc[nH]c2C(=O)N[C@@H](CCCCNC(=O)OC(C)(C)C)C(=O)OC(C)(C)C)cc1	?	?	-6%[9.22 µM]	?	?	?	?	-43%	?
Cc1ccc(C2CC(=O)Oc3cc(O)ccc32)cc1 (stereo unspecified)	?	5%	-1%[9.22 µM]	0%	6%	-12	-16%	-16%	i
CCOc1ccc(-n2c(=O)[nH]c3sc4c(c3c2=O)CCCC4)cc1	-3%	1%	-3%	2%	-2%	3	/	-5%	i
COCCN(C(=S)Nc1cc(C)cc(C)c1)C(C)c1cccnc1 (stereo unspecified)	17%	28%	-1%	2%	22%	-7	2%	-4%	i
CCOC(=O)c1cc2c(=O)n3ccccc3nc2n(CC(C)C)c1=NC(=O)C(C)(C)Oc1ccc(Cl)cc1	/	/	/	-4%	/	/	-4%	2%	i
Cc1ccc(C(=O)NC(=S)N(C)C2CCCCC2)cc1	10%	16%	1%	-18%	18%	?	40%[activator]	-5%	i
CCOc1ccccc1CNC(=O)C1CCC(=O)N1C(C)C (stereo unspecified)	4%	5%[9.24 µM]	-2%	-3%	-2%	-2	2%	4%	i
C#CCOCCOCCOCCNc1nc(N2CCN(C(=O)[C@H]([C@@H](C)CC)n3cc([C@@H](N)CC(C)C)nn3)CC2)nc(N2CCN(C(=O)[C@H](Cc3cc4ccccc4[nH]3)n3cc([C@@H](N)Cc4ccc(O)cc4)nn3)CC2)n1	?	-21%	2%[9.22 µM]	-11%	-6%	-57*	-33%	-23%	?
O=C(Nc1cnn(C23CC4CC(CC(C4)C2)C3)c1)c1cnn2c(C(F)(F)F)cc(-c3ccco3)nc12	-15%	0%	-15%	-5%	-2%	-80*	22µM*	0%	?
CCN1CCN(c2nc(SC)nc3sc4c(c23)CC(C)(C)OC4)CC1	1%	-1%	-4%	11%	2%	4	19%	0%	i
CSCCC(C(=O)NC1CCCC1)n1c(C2CCCC2)nc2ccccc21 (stereo unspecified)	/	13%	/	?	19%	-88*	/	/	/
Cc1nnc(NC(=O)CSc2nc3c(c(=O)n2C)SC(C)C3)s1 (stereo unspecified)	-1%	-13%	-5%	2%	3%	12	-8%	0%	i

9 entries from above, ordered by formula weight, falling.
SMILES	MCF10A rereplic	HT1080NT lethal	SW480 rerep	KB-3-1 tox	HT1080 IDH1KD tx	IL1B secr inh	ATXN2 expr inh	HepG2 tox	ATXN viability
C#CCOCCOCCOCCNc1nc(N2CCN(C(=O)[C@H]([C@@H](C)CC)n3cc([C@@H](N)CC(C)C)nn3)CC2)nc(N2CCN(C(=O)[C@H](Cc3cc4ccccc4[nH]3)n3cc([C@@H](N)Cc4ccc(O)cc4)nn3)CC2)n1	?	-21%	2%[9.22 µM]	-11%	-6%	-57*	-33%	-23%	?
CCOC(=O)c1cc2c(=O)n3ccccc3nc2n(CC(C)C)c1=NC(=O)C(C)(C)Oc1ccc(Cl)cc1	/	/	/	-4%	/	/	-4%	2%	i
O=C(Nc1cnn(C23CC4CC(CC(C4)C2)C3)c1)c1cnn2c(C(F)(F)F)cc(-c3ccco3)nc12	-15%	0%	-15%	-5%	-2%	-80*	22µM*	0%	?
CSCCC(C(=O)NC1CCCC1)n1c(C2CCCC2)nc2ccccc21 (stereo unspecified)	/	13%	/	?	19%	-88*	/	/	/
CCN1CCN(c2nc(SC)nc3sc4c(c23)CC(C)(C)OC4)CC1	1%	-1%	-4%	11%	2%	4	19%	0%	i
Cc1nnc(NC(=O)CSc2nc3c(c(=O)n2C)SC(C)C3)s1 (stereo unspecified)	-1%	-13%	-5%	2%	3%	12	-8%	0%	i
COCCN(C(=S)Nc1cc(C)cc(C)c1)C(C)c1cccnc1 (stereo unspecified)	17%	28%	-1%	2%	22%	-7	2%	-4%	i
CCOc1ccccc1CNC(=O)C1CCC(=O)N1C(C)C (stereo unspecified)	4%	5%[9.24 µM]	-2%	-3%	-2%	-2	2%	4%	i
Cc1ccc(C2CC(=O)Oc3cc(O)ccc32)cc1 (stereo unspecified)	?	5%	-1%[9.22 µM]	0%	6%	-12	-16%	-16%	i
